KDM5B inhibitor = KDM5B demethylase inhibition. Q9UGL1. KDM5B demethylase, FDH-coupled NADH fluorescence (FDH is formaldehyde dehydrogenase). Potency, µM (doses to about 57.7 µM), for the others: top-dose activity change, negative = inhibition, actives largely listed as inhibitors. 220,000 tested, 2.6% active. AID 1347165; active means well fitted inhibition curve with a large enough effect; inconclusive means small, poorly fitted or top-dose-only effect; inactive means no such curve, though single readings can be large or run the other way; further: 0% is about no effect; nearly all actives have a fitted effect of over 70% in size
Target sequence (Q9UGL1 whole entry, looked up): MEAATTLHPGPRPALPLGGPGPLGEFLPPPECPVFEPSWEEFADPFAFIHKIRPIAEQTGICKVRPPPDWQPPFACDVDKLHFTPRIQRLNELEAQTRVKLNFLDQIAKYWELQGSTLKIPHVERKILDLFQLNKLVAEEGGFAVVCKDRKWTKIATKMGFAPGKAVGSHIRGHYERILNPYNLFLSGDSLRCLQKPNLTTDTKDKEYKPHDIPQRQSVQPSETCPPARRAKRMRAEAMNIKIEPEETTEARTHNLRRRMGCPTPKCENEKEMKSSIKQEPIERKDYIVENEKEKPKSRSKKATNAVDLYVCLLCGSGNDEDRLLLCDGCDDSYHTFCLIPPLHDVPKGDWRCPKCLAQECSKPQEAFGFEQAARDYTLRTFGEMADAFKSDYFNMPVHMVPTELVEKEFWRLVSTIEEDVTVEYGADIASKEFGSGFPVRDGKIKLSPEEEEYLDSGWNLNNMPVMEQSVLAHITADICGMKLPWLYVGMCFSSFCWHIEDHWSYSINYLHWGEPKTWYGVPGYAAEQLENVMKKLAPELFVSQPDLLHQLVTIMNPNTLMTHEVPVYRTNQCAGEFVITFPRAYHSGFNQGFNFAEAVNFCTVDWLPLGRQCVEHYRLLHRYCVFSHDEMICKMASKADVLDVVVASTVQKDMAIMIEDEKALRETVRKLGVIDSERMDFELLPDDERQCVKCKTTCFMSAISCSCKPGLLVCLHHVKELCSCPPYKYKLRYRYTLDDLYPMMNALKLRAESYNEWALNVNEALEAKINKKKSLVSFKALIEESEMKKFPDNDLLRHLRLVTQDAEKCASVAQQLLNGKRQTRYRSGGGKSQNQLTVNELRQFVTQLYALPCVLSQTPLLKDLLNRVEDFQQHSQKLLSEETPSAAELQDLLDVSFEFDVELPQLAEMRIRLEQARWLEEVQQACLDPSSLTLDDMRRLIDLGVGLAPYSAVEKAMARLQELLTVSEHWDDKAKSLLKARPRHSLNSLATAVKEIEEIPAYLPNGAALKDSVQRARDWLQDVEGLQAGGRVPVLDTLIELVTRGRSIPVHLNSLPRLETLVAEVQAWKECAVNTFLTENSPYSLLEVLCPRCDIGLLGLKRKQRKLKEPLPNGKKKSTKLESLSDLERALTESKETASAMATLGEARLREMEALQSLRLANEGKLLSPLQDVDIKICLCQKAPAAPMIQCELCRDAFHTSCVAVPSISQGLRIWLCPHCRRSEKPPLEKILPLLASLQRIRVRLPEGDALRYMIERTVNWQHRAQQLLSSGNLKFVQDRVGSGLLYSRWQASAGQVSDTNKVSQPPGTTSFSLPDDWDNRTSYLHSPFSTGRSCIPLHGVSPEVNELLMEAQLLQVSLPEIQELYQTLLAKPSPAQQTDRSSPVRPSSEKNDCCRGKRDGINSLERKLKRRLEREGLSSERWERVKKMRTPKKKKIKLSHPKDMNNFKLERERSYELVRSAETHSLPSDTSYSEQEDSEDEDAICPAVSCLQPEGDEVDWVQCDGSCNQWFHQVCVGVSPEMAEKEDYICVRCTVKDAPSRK
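Here, H3K4me3 peptide (12.5 µM in substrate mix) is demethylated by KDM5BΔAP, 200 nM final, after 10 min compound exposure. Formaldehyde product is coupled through FDH (0.25 U/mL in mix) to NADH fluorescence; 30-min ΔRFU feeds dose-response curves.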
Starred values were filed as active, the others as inactive; i = inactive; ? = inconclusive; [ ] = another dose, or the depositor's remark. Potency means the concentration at half of the fitted maximal effect. Some of the compounds tested, so the mix of outcomes need not match the whole.

The first 6 records as a preview:
Compound | KDM5B inhibitor
O=C(CSc1oc(-c2ccccc2)nc1S(=O)(=O)c1ccc(Cl)cc1)c1ccccc1 | ?
Cc1csc(NC(=O)Cn2ccc(=O)n(C)c2=O)n1 | 2.4%
Cc1ccc(C(=O)N2CCC(c3nn(-c4ccccc4)c(=O)[nH]3)CC2)cc1 | -17.1%
COc1ccc(OC)c(NC(=S)N2CCCC2)c1 | 25.3%
C[S+](=O)([O-])N1CCC2(CC(=O)Nc3ccccc3N2)C1 (stereo not given) | ?
S=C(NCc1ccco1)Nc1ccc(Oc2ccc(Cl)cc2)cc1 | -22.1%

Results, previewed entries included:
Compound | KDM5B inhibitor
O=C(CSc1oc(-c2ccccc2)nc1S(=O)(=O)c1ccc(Cl)cc1)c1ccccc1 | ?
Cc1csc(NC(=O)Cn2ccc(=O)n(C)c2=O)n1 | 2.4%
Cc1ccc(C(=O)N2CCC(c3nn(-c4ccccc4)c(=O)[nH]3)CC2)cc1 | -17.1%
COc1ccc(OC)c(NC(=S)N2CCCC2)c1 | 25.3%
C[S+](=O)([O-])N1CCC2(CC(=O)Nc3ccccc3N2)C1 (stereo not given) | ?
S=C(NCc1ccco1)Nc1ccc(Oc2ccc(Cl)cc2)cc1 | -22.1%
COc1cccc(CC(=O)N2CCC([C@H]3[C@@H](OC)C(=O)N3C(C)C)CC2)c1 | 9.9%
CCN(CC)c1ccc(N2C(=O)/C(=C/c3ccccn3)SC2=S)cc1 | -10.6%
COCCN1CCCCCC(O)c2cc(C(=O)NC3CCCCC3)ccc21 (stereo not given) | ?
CN(C)C(=O)CO[C@@H]1COCC[C@H]1NC(=O)c1cccc(-n2cccn2)c1 | -0.4%
N#Cc1c2n(c3c(N)ncnc13)CCCCC2 | 4.5%
CC(=O)Nc1ccc(Cl)c(-c2nc3cc(C)ccc3o2)c1 | ?
CC(C)c1nc2c(c(-c3ccc(O)cc3)n1)CN(CC1CCCCC1)CC2 | ?
Cc1ccc(Nc2nc(CSc3nnc4n3CCCCC4)cs2)cc1C | 9.1%
Cc1cccc(CCN(C(=O)c2snc(C(N)=O)c2N)C(C(=O)NCC2CCCO2)c2ccc(F)cc2)c1 (stereo not given) | ?

(listing goes on)
Compound | KDM5B inhibitor
COc1cc(/C=C(/C#N)c2ccc(C(F)(F)F)cn2)cc(OC)c1O | 9.3%
CC(=O)Nc1ccc(-c2csc(NC(C)(C)C)n2)cc1 | ?
Cn1c(=O)c(-c2noc(C(=O)NCc3ccco3)n2)nn(-c2ccccc2)c1=O | 1.6%
N#Cc1cccc(NC(=O)O[C@@H]2CO[C@H]3[C@@H]2OC[C@@H]3Nc2nccc(-c3ccccc3)n2)c1 | ?
Cc1ccc2oc3c(c(=O)c2c1)C(c1ccc(F)cc1)N(c1nc(C)c(C)s1)C3=O (stereo not given) | 15.9%
COc1ccc(-c2cc(N3CCN(C(=O)c4ccc(OC)c(F)c4)CC3)n[nH]2)cc1 | -19.1%
COc1ccc(C(=O)NC2CCN(c3cc(-c4ccc(F)cc4)[nH]n3)CC2)c(OC)c1 | 2.4%
CC(c1cccs1)N(C)CC1CCCCC1 (stereo not given) | -15.4%[115 µM]
O=C(Nc1ccc(C2(C(=O)N3CCN(c4ccccn4)CC3)CCCCC2)cc1)C1CC1 | 28.2µM*
CC(C)Cn1c(=O)c2sccc2n2c(CCCC(=O)NCC(C)c3ccccc3)nnc12 (stereo not given) | ?
CN1CCN(c2nc3c(S(=O)(=O)c4ccc(Cl)cc4)nnn3c3ccsc23)CC1 | -11.1%
CCC(O)C1=C(c2ccccc2)Oc2ccccc2C1c1ccccc1 (stereo not given) | 10.9%
CC(C)CNC(=O)N1CCC(Nc2cccnc2)C1 (stereo not given) | ?
CC(=O)N(C1CCOCC1)C1CCN(S(=O)(=O)c2ccccc2)CC1 | 10.9%
O=C(Cn1ccn2nc(-c3ccc(F)cc3)c(CO)c2c1=O)N1CCC(Cc2ccccc2)CC1 | ?

Next compounds follow.
Compound | KDM5B inhibitor
O=C(CN1C(=O)c2ccccc2S1(=O)=O)NCCc1ccccc1 | -1.6%
CC(C)CCN1CCn2c(nn(-c3cccc(Cl)c3)c2=O)C1 | ?
COc1cccc(-c2nnc(SCC(=O)N3CCc4ccccc43)o2)c1 | ?
O=C(CSc1nc(=O)n(Cc2ccncc2)c2c1CCC2)N1CCCC1 | 14.4%
NC(=Nc1ccc(N)cc1)C(N)=Nc1ccc(N)cc1 | -4.9%
CC(C)CNC(=O)N1CC(Oc2ccccc2-c2nc(-c3ccccc3)no2)C1 | ?
O=C(Nc1ccc(-c2nc3ccccc3o2)cc1)c1ccc(Cl)c([N+](=O)[O-])c1 | 17.7%
NC(=O)CNC(=O)C1=C[C@@H](NS(=O)(=O)c2cccc(C(F)(F)F)c2)[C@@H](O)[C@H](O)C1 | -22.1%
Cc1nc2cccnc2n1-c1cccc(C(=O)NCc2cccc(Cl)c2)c1 | -7.8%
O=C(CCc1nnn2c1CN(C(=O)c1ccccc1F)CC2)N1CCOCC1 | -9.9%
CC1(C)CC(Nc2nc3ccccc3nc2NS(=O)(=O)c2ccc3c(c2)OCCO3)CC(C)(C)N1 | ?
Cc1ccc(-c2noc(CNc3ccc(F)cc3C)n2)cc1 | -29.6%
O=C(COc1ccccc1)N1CCCC(c2nc(C3CCOCC3)no2)C1 (stereo not given) | -12.5%
COc1cccc(CCn2ccnc2-c2cc3n(n2)CCCNC3)c1OC | ?
COc1ccc(NC(=O)c2cc3c([nH]c2=O)CC(c2ccccc2)CC3=O)cc1 (stereo not given) | 0.9%

Next part.
Compound | KDM5B inhibitor
Nc1ncnc(Nc2ccccc2Cl)n1 | 1.7%
Cc1ccc(S(=O)(=O)NC2CC2)cc1C(=O)Nc1ccccc1C(C)C | -4.3%
Cc1ccc(C(=O)CSc2nnc(-c3snnc3C)n2C2CC2)cc1 | -7.8%
CC1CN(C(=O)/C(C#N)=C2\N=C(NC(=O)c3ccc(F)cc3)c3ccccc32)CC(C)O1 (stereo not given) | -3.0%
CC(C)NC(=O)N[C@H]1C[C@H]2C(=O)NC[C@@H](CCC(=O)NC3CC3)N2C1 | -31.0%[86.2 µM]
O=C(NC1CCCCC1)C(c1ccccc1)N(C(=O)c1csnn1)C1CCCC1 (stereo not given) | 35.8%
Cc1ccc(Cn2cc(C(=O)c3ccc(F)cc3)c(=O)c3cc4c(cc32)OCCO4)cc1 | 1.5%
O=C(c1ccc(N2CCCC(O)C2)nc1)N1CCC(CCc2ccccc2)CC1 (stereo not given) | ?
O=C(O)CN1CCC[C@]2(C(=O)O)CN(Cc3cccc(O)c3)CC[C@@H]12 | -6.0%
C/C(=N\NC(N)=O)c1ccc(Br)cc1 | 22.8%
Cc1cn2nc(-c3nc(C4CCCN(C(=O)c5ccccc5F)C4)no3)cc2c(=O)[nH]1 (stereo not given) | 28.2µM*
O=[S+]([O-])(NCC1CN(Cc2ccc3c(c2)CCO3)CC12CN(c1ccccc1)C2)c1ccccc1 (stereo not given) | ?
Cc1occc1-c1nc(-c2ccccc2)no1 | 8.6%
CS(=O)(=O)N1CCc2cc(S(=O)(=O)NCc3ccccc3Cl)ccc21 | -3.5%
COc1ccccc1CN1CCC(CNS(=O)(=O)c2cc(-c3onc(C)c3C)ccc2OC)CC1 | -13.5%

(further entries)
Compound | KDM5B inhibitor
Cc1c(CCC(=O)N2CCCCC2)c(=O)oc2cc(O)ccc12 | i
COc1ccc(NC(=O)COc2ccc(F)cc2)c2cccnc12 | 9.3%
CCC(=O)Nc1ccc2c(c1)nc(CCNC(=O)c1ccc(C)c(F)c1)n2C | -11.9%
CCC(Sc1nnc2c3ccccc3n(C)c2n1)C(=O)Nc1nnc(C(C)C)s1 (stereo not given) | 6.8%
COc1ccc(Cl)cc1S(=O)(=O)N1CCC2(CCCNC2)C1 (stereo not given) | 6.4%
Cc1ccc(C#N)c(SCc2cccc(Br)c2)n1 | -1.1%
O=C(CSc1nc(-c2ccccc2)no1)N1CCN(c2ccccc2)CC1 | 1.0%
CCOc1ccc(C(=O)NC2CCCN(c3cc(-c4ccccc4)[nH]n3)C2)cc1 (stereo not given) | -6.0%
Cc1ccc(C)c(-c2cc(C(=O)NC3CC3)c3ccccc3n2)c1 | -2.1%
COc1cccc(CNC(=O)CN2C(=O)N(c3c(C)cccc3C)S(=O)(=O)c3ccccc32)c1OC | -22.7%
COc1ccc2c(c1)CC(C(=O)Nc1cc(OC)c(OC)c(OC)c1)CO2 (stereo not given) | -22.7%
O=C(NNC(=O)c1cccc2ccccc12)c1ccc2c(c1)OCO2 | -5.1%
CCN(C(=O)c1nn(-c2ccc(OC)c(Cl)c2)c(=O)c2c1c1ccccc1n2C)c1cccc(C(F)(F)F)c1 | ?
CN(c1cc(=O)c2ccnc(-c3cccc(C(F)(F)F)c3)c2o1)C1CCOCC1 | 28.2µM*
CCOC(=O)Nc1ccc(NS(=O)(=O)c2ccc(C)cc2Cl)cc1 | -15.1%

More compounds follow.
Compound | KDM5B inhibitor
O=C(Nc1c(-c2ccccc2)nc2sccn12)c1cccc(S(=O)(=O)N2CCCC2)c1 | -0.5%
CCN(CC)C(=O)C1=C(C)N(Cc2ccccc2)C(=O)NC1c1ccc(F)cc1F (stereo not given) | -8.9%
COc1cc2nc(CN(C)CC(=O)Nc3ccc(F)cc3)[nH]c(=O)c2cc1OC | -1.0%
Nc1cc(=O)[nH]c(SCC(=O)Nc2ccc([N+](=O)[O-])cc2)n1 | -0.4%
COc1ccccc1NC(=O)C1=C(C)Nc2nc(-c3ccco3)nn2C1c1ccccc1F (stereo not given) | ?
Nc1nccnc1C(=O)NCCc1ccccc1F | ?
Cn1nc(C2CCN(C(=O)Cc3ccc(Cl)cc3)CC2)[nH]c1=O | 12.3%
Cc1ccc(CNC(=O)c2c(-c3ccc(Br)cc3)noc2C)o1 | ?
CC1(C)[C@H](Cc2cc(CO)on2)C[C@@H]1NS(=O)(=O)c1ccc(F)cc1 | 14.5%[86.2 µM]
O=C(Cc1ccccc1Cl)NC1CCC(c2ccccc2)CC1 (stereo not given) | 12.8%
COc1cc2ncnc(NCc3ccc(F)cc3)c2cc1OC | ?
Cc1cc(C(F)(F)F)n(CC(C)CNc2ncncn2)n1 (stereo not given) | -9.4%
COc1cccc([S+](=O)([O-])N2CCC3(CC(c4cccc(C(F)(F)F)c4)=NO3)C2)c1 (stereo not given) | 14.7%[115 µM]
CCc1cccc(-n2nnnc2N2CCN(C(=O)Cc3ccc(C)c(F)c3)CC2)c1 | -2.6%[115 µM]
CCC(C)NC(=O)CSc1nc2cc3c(cc2c(=O)n1CCCC(=O)NCCc1ccc(OC)c(OC)c1)OCO3 (stereo not given) | -7.8%

Additional entries follow:
Compound | KDM5B inhibitor
c1ccc(-c2sc(-c3ccccc3)c(-c3ccccc3)c2-c2ccccc2)cc1 | -12.0%
COc1ccc(CCNC(=O)C2CCN(C(=O)c3ccccc3C)CC2)cc1 | 8.6%
O=C(O)CCC(=O)N[C@H]1CO[C@H]2[C@@H]1OC[C@@H]2n1nnnc1Oc1ccc2c(c1)OCO2 | 3.6%[86.2 µM]
CNS(=O)(=O)c1ccc(NC(=O)CCc2c(C)nc3c4ccccc4nn3c2C)cc1 | ?
CCOc1ccc(C(=O)Nc2nc(C)cs2)cc1OCC | -18.8%
CCNc1cc(N2CCN(C3CCCCC3)CC2)c2noc3c2c1C(=O)c1ccccc1-3 | ?
COc1ccc(C=O)cc1OCc1ccc(F)cc1Cl | -18.6%
Cc1nn(C)c2c1c(C(F)(F)F)cc(=O)n2CC(=O)NC(C)(C)C | ?
Cc1ncnc(N2CCC(CO)(Cc3ccccc3C(F)(F)F)CC2)c1C | 13.3%
O=C(CSc1nnc(-c2ccncc2)n1-n1cccc1)Nc1ccc2c(c1)OCO2 | 5.5%
COc1cc(OC)cc(-c2nn(-c3ccc(C)cc3C)c(OC(C)=O)c2-c2ccc(NC(C)=O)cc2)c1 | ?
Cc1ccc(C(=O)Nc2ccccc2C(=O)NCc2cccnc2)cc1 | 26.8%
Cc1ccc(Cl)cc1N1CCN(C(=O)Cn2nc(C)c3sc4ccccc4c3c2=O)CC1 | -5.9%
COc1cc(C2CC(=O)Nc3c(-c4ccc(Cl)cc4)nsc32)cc2c1OCO2 (stereo not given) | 18.0%
Cc1cccc(C(=O)Nc2nnc(S(=O)(=O)N(C)Cc3ccco3)s2)c1 | ?

More results
Compound | KDM5B inhibitor
Cc1ccc(OCCNC(=O)Cc2c[nH]c3ccccc23)c(C)c1 | 7.4%
CC(=O)Nc1ccc(NC(=S)NC(=O)C2CC2)cc1 | -13.8%
CCCn1cc(S(=O)(=O)c2ccccc2)c(=O)c2cc(F)c(N3CCCC3)cc21 | ?
O=C(C1CCOCC1)N1CCC(c2noc(-c3ccccn3)n2)C1 (stereo not given) | -8.1%
Cc1ccc(NC(=O)Cn2cc(C(=O)C3CC3)c3ccccc32)c(C)c1 | 0.0%
Cc1cc(N/N=C/c2ccccc2O)nc(N2CCOCC2)n1 | -9.0%
Cc1sc2ncn(CC(=O)NC3CCCc4ccccc43)c(=O)c2c1C (stereo not given) | 9.4%
COc1ccc(CC(=O)N2[C@@H]3CC[C@H]2CC(NC(=O)c2ccc(F)cc2)C3)cc1OC (stereo not given in full) | 19.0%
O=C(c1ccc2c(c1)N(Cc1cccc(Cl)c1)C(=O)c1ccccc1S2(=O)=O)N1CCCC1 | -32.0%
Cc1cc(C)c2c(CN3CCOCC3)cc(=O)oc2c1C | 15.4%
Cc1[nH]c2ccccc2c1SCCNC(=O)c1ccc2ccccc2c1 | 2.0%
c1coc(-c2ccnc3nc(C4CC4)nn23)c1 | 28.2µM*
COc1ccc2cc(CN(C)C(=O)c3ccc4c(c3)OCO4)ccc2c1 | ?
O=C(OCc1cc(=O)n2nc(C3CC3)sc2n1)c1ccc(NC(=O)c2ccccc2Cl)cc1 | 15.2%
